bCat nuc transl: modulators of beta-catenin nuclear translocation; hit rate 0.3% among 190,000; nuclear translocation activity, % at 5 µM; HeLa beta-catenin nuclear translocation, immunofluorescence imaging;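 active means nuclear translocation activity above 50% at 5 µM, with a well cell count of 50 or more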;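 further: per-cell ratio of nuclear to cytoplasmic median beta-catenin stain intensity; plate controls were DMSO negative control for no effect and GSK-3 inhibitor IX positive control for full effect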
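Test system: HeLa cells, endogenous beta-catenin; Compound: single 5 µM dose plus 0.02–20 µM confirmation series; Times: compound exposure 24 h at 37°C; Signal: fluorescence imaging of beta-catenin antibody stain plus DAPI; Read-out: % activation, nuclear-to-cytoplasmic median beta-catenin signal ratio per cell.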
MT stabilize HCS: microtubule stabilization, imaging screen; HeLa tubulin immunostaining HCS, 24 h; share of cells brighter than vehicle mean+2SD; % tubulin-high responders, % at 10 µM; hit rate 0.83% among 200,000;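 active means plate Z-score above 3 for both tubulin-high and condensed-nucleus cell shares, with cell loss under 80%, at 10 µM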;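 further: anti alpha tubulin signal scored within the nucleus-defined area of each cell; some results filed as inactive read as strong as hits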
Yfh1-depleted yeast: enhancers of respiration in Yfh1-depleted yeast, dose response, Friedreich's ataxia, plus single-dose screen (AID 1465) | S. cerevisiae Yfh1-off respiration, WST-1 reduction, 72 h; higher fold induction means a stronger effect | fold induction at 50 µM; hits with a dose series show EC50 in µM | hit rate 0.074% among 220,000;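 active means fold induction of absorbance versus untreated yeast above a set limit, then at least 30% activation at any dose in follow-up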;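 further: activators that raise dye reduction in frataxin-depleted yeast; strong numbers were not always called active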
Insulin prom up: MIN6 insulin promoter up-regulation. MIN6 insulin promoter-GFP reporter, high-content imaging; stronger effect = higher value. AID 1625. z-score at 5 µM. hit rate 0.3% among 190,000;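 active means z-score above 3 at 5 µM with at least 500 cells counted in the well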
HIV peptide binding: cell-free HIV fusion peptide-binding blockers – biochemical, uHTS, fluorescence dequenching, primary screen (AID 1986); cell-free peptide binding, fluorescence dequenching, 30 min; higher % means a stronger effect; one-dose inhibition, % at 20 µM; IC50 in µM for titrated hits; hit rate 0.3% among 290,000; in the data active means inhibition mostly above about 52%, no sharp cut-off; inactive means mostly below about 76%; further: some results filed as inactive read as strong as hits
AID2073: inhibitors of Mint1-CaV2.2 protein interaction, biochemical, HTRF (AID 2073); HTRF protein-protein interaction, Mint1-CaV2.2; higher % means a stronger effect; inhibition, % at 20 µM; hits with a dose series show IC50 in µM; hit rate 0.19% among 290,000; in the data active means inhibition mostly above about 51%, no sharp cut-off; further: some results filed as inactive read as strong as hits
Dynein cargo inh: blocks dynein driven cargo transport along microtubules; 3617.4 mouse cells, GR-EGFP nuclear translocation imaging; test concentration mostly 20 µM; stimulated with dexamethasone, 1 µM; stronger effect = lower value; z-score, hits read low; hit rate 0.47% among 220,000; AID 1381;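 active means plate z-score of nuclear minus cytoplasmic receptor signal below a set negative limit, without overly bright fluorescence or cell loss, cut at about -3.5 in these data, passing the limit was not always enough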;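 further: z-score of nuclear minus cytoplasmic ring GR-EGFP intensity difference per well; some compounds called inactive have numbers as strong as hits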
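Also added – dexamethasone, 1.0 µM final · Buffer or medium – tet-free, stripped-serum medium · Schedule – induction 48 h, compound 1 h, agonist 30 min · Detection – formaldehyde fixation, Hoechst nuclear stain, 10x automated fluorescence imaging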
WT yeast gro inh: growth inhibition of WT yeast, mitochondrial fusion screen; mitochondrial fusion phenotypic screen, WT strain; inhibition, % at 10 µM; hit rate 2.1% among 190,000; AID 1362; in the data active means inhibition above about 58%; tested in S. cerevisiae
Autophagy mod: autophagy modulation, high-content screen | calls only at 10 µM (by protocol) | AID 463193 | MEF GFP-LC3 puncta imaging; test concentration mostly 10 µM | hit rate 0.98% among 190,000;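 active means percentage of spot-positive cells more than 3 SD above its plate mean, without a fluorescence outlier flag or 80% toxicity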;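 further: spot-positive cell cutoff set from DMSO-treated cells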
WT yeast gro inh mutant strain: further read-out of WT yeast gro inh, marked with its call; inhibition, %; mitochondrial fusion phenotypic screen, mutant strain inhibition
Dynein cargo inh cytoplasmic EGFP: second read-out of Dynein cargo inh, no call of its own (marks repeat the call); z-score; measured here: cytoplasmic GR-EGFP intensity; stronger effect = higher value
Dynein cargo inh nuclear GR-EGFP: further read-out of Dynein cargo inh, marked with its call; z-score; measured here: nuclear GR-EGFP intensity;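 lower value marks the stronger effect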
Dynein cargo inh cell count: second read-out of Dynein cargo inh, no call of its own (marks repeat the call); z-score; measured here: cell count per field
Insulin prom up cell count: recorded beside Insulin prom up, whose call it bears; cell count; measured here: cytotoxicity, nuclei count;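 total cells summed across four imaged fields per well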
bCat nuc transl cell count 5 µM: also measured in bCat nuc transl; calls as there; cell count; measured here: cell count, cytotoxicity flag
MT stabilize HCS Hoechst-high %: second read-out of MT stabilize HCS, no call of its own (marks repeat the call); % Hoechst-high responders; measured here: nuclear condensation Hoechst responders;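 share of cells brighter than vehicle mean plus two SD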
MT stabilize HCS cytotoxicity %: further read-out of MT stabilize HCS, marked with its call; toxicity, %; measured here: cytotoxicity by cell density;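 0% = mean cell density of plate MIN control wells and 100% = no cells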
Autophagy mod cell loss 18 h: second read-out of Autophagy mod, no call of its own (marks repeat the call); toxicity, %; measured here: cell loss, nuclei count;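 cell loss after 18 h compound exposure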
An asterisk follows results filed as active; i = inactive; · = no result given.

[1] CCOc1ccc(-n2c(SCC(=O)Nc3cc(C)on3)nc3c([nH]c4ccccc43)c2=O)cc1
[2] CO/N=C(/CNC(=O)c1cccc(Cl)c1)c1ccc(Cl)cc1
[3] COc1cccc(/C=N/NC(=O)c2[nH]nc3c2CCc2ccccc2-3)c1
[4] C1CCN(c2nc(N3CCCCC3)nc(N3CCNCC3)n2)CC1
[5] Cc1ccc(CSc2nc3ccccc3c(=O)n2Cc2ccco2)cc1

Compound	1	2	3	4	5
Dynein cargo inh	0.428	-0.496	0.645	-0.105	-0.735
MT stabilize HCS	1.9	2.8	·	2.1	2.9
AID2073	-11.3%	-9.5%	-0.4%	8.8%	-11.9%
Dynein cargo inh nuclear GR-EGFP	0.53	0.436	0.108	-0.0621	-0.313
WT yeast gro inh	18.5	-5.0	·	-6.0	49.7
HIV peptide binding	-1.3%	1.0%	0.3%	-0.1%	5.3%
Yfh1-depleted yeast	i	·	i	i	i
bCat nuc transl	-0.4	0.2	-3.7	-3.4	1.5
Autophagy mod	i	i	·	i	i
Dynein cargo inh cytoplasmic EGFP	-0.234	-0.191	-0.139	-0.194	-0.213
Autophagy mod cell loss 18 h	4.0	-14.0	·	-3.9	5.5
Insulin prom up cell count	1592	1627	1020	656	·
Dynein cargo inh cell count	-0.527	-0.0735	-0.401	0.396	-0.156
MT stabilize HCS Hoechst-high %	2.3	2.7	·	1.7	2.2
WT yeast gro inh mutant strain	8.3	-9.5	·	-5.0	9.3
bCat nuc transl cell count 5 µM	1034	1323	1148	844	542
MT stabilize HCS cytotoxicity %	5.0	8.0	·	6.3	9.9
Insulin prom up	-0.29	-0.02	-0.08	1.09	·

[6] CCOC(=O)c1sc(=S)n(C)c1NC(=O)c1ccccc1
[7] CCN(CC)C(=O)Cn1cc(C(=O)C2CC2)c2ccccc21
[8] O=C(CSc1nnnn1-c1ccc(Cl)cc1)Nc1cccnc1Cl
[9] CCOC(=O)n1c(=O)n(Cc2ccc(F)cc2)c2ccccc21
[10] Cc1nnc(SCCN2CCOCC2)n1-c1cccc(Cl)c1

Compound	6	7	8	9	10
Dynein cargo inh	0.828	-0.0762	0.181	0.163	1.02
MT stabilize HCS	2.4	0.6	3.1	1.8	2.8
AID2073	-22.0%	-3.7%	-4.6%	4.4%	-1.3%
Dynein cargo inh nuclear GR-EGFP	0.686	-0.0944	0.227	-0.0137	0.98
WT yeast gro inh	4.9	2.5	-10.7	15.5	-19.2
HIV peptide binding	-1.1%	-0.7%	-1.4%	-0.4%	1.8%
Yfh1-depleted yeast	i	i	i	i	i
bCat nuc transl	-0.7	-1.8	-0.9	0.1	-1.5
Autophagy mod	i	i	i	i	i
Dynein cargo inh cytoplasmic EGFP	-0.219	-0.265	-0.265	-0.233	-0.155
Autophagy mod cell loss 18 h	1.5	-3.7	12.9	-3.2	-4.8
Insulin prom up cell count	1418	1448	1367	1274	1264
Dynein cargo inh cell count	-1.08	0.099	0.539	0.395	-0.502
MT stabilize HCS Hoechst-high %	3.2	1.7	2.1	1.7	1.2
WT yeast gro inh mutant strain	11.9	3.6	16.8	-4.2	0.4
bCat nuc transl cell count 5 µM	986	1014	1135	1074	1149
MT stabilize HCS cytotoxicity %	9.6	3.5	3.7	3.4	0.3
Insulin prom up	-0.28	-0.6	-0.74	-0.24	0.34

[11] CN1CCN(C(=O)CCc2nc(-c3ccc(Cl)cc3)no2)CC1
[12] COCCOc1nc2ccccc2nc1C
[13] O=C(CSc1nnc(Cc2ccccc2)o1)NCc1ccc2c(c1)OCO2
[14] O=C(N/N=C/c1ccc(Br)cc1)c1ccccc1-n1cccc1
[15] Cc1nonc1NC(=O)CSc1nc2ccccc2[nH]1

Compound	11	12	13	14	15
Dynein cargo inh	-0.226	2.48	-0.474	-0.611	1.16
MT stabilize HCS	3.4	2.8	2.7	46.9*	7.8
AID2073	2.9%	12.0%	2.8%	-6.7%	11.5%
Dynein cargo inh nuclear GR-EGFP	0.277	1.62	0.109	-0.119	0.922
WT yeast gro inh	-10.2	-7.2	-20.3	-3.9	-20.0
HIV peptide binding	1.6%	3.9%	-0.6%	2.0%	2.0%
Yfh1-depleted yeast	i	i	i	i	i
bCat nuc transl	-2.4	-3.8	-3.7	11.7	1.0
Autophagy mod	i	i	i	i	i
Dynein cargo inh cytoplasmic EGFP	-0.307	-0.186	-0.331	-0.279	0.0346
Autophagy mod cell loss 18 h	20.0	2.5	-3.4	19.3	-16.8
Insulin prom up cell count	1607	·	1226	1604	1472
Dynein cargo inh cell count	-0.0198	-1.49	-0.00933	0.799	-1.61
MT stabilize HCS Hoechst-high %	2.3	3.3	2.0	21.7*	2.7
WT yeast gro inh mutant strain	0.8	-5.0	3.0	1.8	7.0
bCat nuc transl cell count 5 µM	1023	1208	1129	1247	985
MT stabilize HCS cytotoxicity %	11.6	10.2	7.3	55.1*	3.5
Insulin prom up	0.32	·	0.01	0.28	-0.07

Entries shown so far containing an NH in an aromatic ring:
[1] CCOc1ccc(-n2c(SCC(=O)Nc3cc(C)on3)nc3c([nH]c4ccccc43)c2=O)cc1
[3] COc1cccc(/C=N/NC(=O)c2[nH]nc3c2CCc2ccccc2-3)c1
[15] Cc1nonc1NC(=O)CSc1nc2ccccc2[nH]1

Compound	1	3	15
Dynein cargo inh	0.428	0.645	1.16
MT stabilize HCS	1.9	·	7.8
AID2073	-11.3%	-0.4%	11.5%
Dynein cargo inh nuclear GR-EGFP	0.53	0.108	0.922
WT yeast gro inh	18.5	·	-20.0
HIV peptide binding	-1.3%	0.3%	2.0%
Yfh1-depleted yeast	i	i	i
bCat nuc transl	-0.4	-3.7	1.0
Autophagy mod	i	·	i
Dynein cargo inh cytoplasmic EGFP	-0.234	-0.139	0.0346
Autophagy mod cell loss 18 h	4.0	·	-16.8
Insulin prom up cell count	1592	1020	1472
Dynein cargo inh cell count	-0.527	-0.401	-1.61
MT stabilize HCS Hoechst-high %	2.3	·	2.7
WT yeast gro inh mutant strain	8.3	·	7.0
bCat nuc transl cell count 5 µM	1034	1148	985
MT stabilize HCS cytotoxicity %	5.0	·	3.5
Insulin prom up	-0.29	-0.08	-0.07

Further entries follow:
[16] COC(=O)C(NC(C)=O)(Nc1sc2c(c1C(N)=O)CCCC2)C(F)(F)F (stereo not drawn)
[17] CCN(CC)C(=O)c1ccccc1NC(=O)c1ccccc1SC
[18] COc1ccc(OC)c(NC=C2C(=O)OC3(CCCCC3)OC2=O)c1
[19] O=C(NCCO)C(O)C(O)C(=O)NCCO (stereo not drawn)
[20] O=[N+]([O-])c1ccc(COc2cccnc2)cc1

Compound	16	17	18	19	20
Dynein cargo inh	0.383	-0.708	2.53	0.119	-0.0639
MT stabilize HCS	0.4	5.1	1.3	1.6	1.6
AID2073	-14.4%	6.2%	3.3%	7.0%	3.5%
Dynein cargo inh nuclear GR-EGFP	0.669	-0.464	0.582	0.281	0.153
WT yeast gro inh	-10.9	5.0	21.1	-9.9	8.1
HIV peptide binding	-2.6%	1.8%	-1.0%	0.2%	0.0%
Yfh1-depleted yeast	i	i	i	i	i
bCat nuc transl	1.7	-0.1	-1.7	-0.1	0.8
Autophagy mod	i	i	i	i	i
Dynein cargo inh cytoplasmic EGFP	0.7	-0.315	-0.177	0.000951	-0.348
Autophagy mod cell loss 18 h	-8.3	11.6	-1.9	2.6	-0.4
Insulin prom up cell count	·	1382	1408	1651	1313
Dynein cargo inh cell count	-1.15	0.527	-1.03	-0.339	-0.349
MT stabilize HCS Hoechst-high %	0.5	1.6	1.0	1.9	1.4
WT yeast gro inh mutant strain	-2.7	9.3	4.7	2.7	6.9
bCat nuc transl cell count 5 µM	1041	1055	1359	975	1053
MT stabilize HCS cytotoxicity %	5.7	5.0	1.7	6.1	4.0
Insulin prom up	·	-0.58	0.47	-0.12	-0.19

[21] CC1(C)CC(=O)C(C=NCC2CCNCC2)=C(O)C1
[22] COC(=O)CSc1nc(-c2ccccc2)c2c(c1C#N)CCCC2
[23] CC(C)(C)NC(=O)c1cnn(-c2ccccc2)c1NC(=O)c1ccccc1
[24] O=c1nc(NC2CCCC2)ccn1Cc1cccc(Br)c1
[25] COC(=O)c1cc(COc2ccc3c4c(c(=O)oc3c2)CCC4)c(C)o1
[26] CCOc1ccc2nc(NCCNC(=O)C(C)(C)C)c(C)cc2c1
[27] COc1cccc(NC(=O)COC(=O)/C=C/c2ccc(Cl)cc2Cl)c1

Compound	21	22	23	24	25	26	27
Dynein cargo inh	2.3	-1.2	-0.363	-0.486	-0.131	-0.398	-0.571
MT stabilize HCS	5.3	1.9	1.1	4.8	0.7	2.7	3.1
AID2073	-14.3%	2.3%	-1.2%	5.0%	5.2%	-1.2%	1.1%
Dynein cargo inh nuclear GR-EGFP	1.75	-0.475	-0.0122	-0.428	0.0127	-0.00233	0.0928
WT yeast gro inh	7.3	27.3	-3.6	4.7	5.7	-11.5	5.8
HIV peptide binding	0.4%	-1.4%	0.6%	1.7%	1.7%	-1.4%	1.8%
Yfh1-depleted yeast	i	i	i	i	·	i	i
bCat nuc transl	-1.5	-1.9	·	-1.5	·	-2.1	-2.8
Autophagy mod	i	i	i	i	i	i	i
Dynein cargo inh cytoplasmic EGFP	-0.155	-0.13	-0.375	-0.195	-0.175	-0.2	0.937
Autophagy mod cell loss 18 h	-0.1	-6.6	7.6	18.6	-8.4	-5.9	0.0
Insulin prom up cell count	1135	905	946	1122	·	1660	1236
Dynein cargo inh cell count	-1.77	1.26	0.998	1.12	0.333	0.425	0.107
MT stabilize HCS Hoechst-high %	1.4	2.2	1.1	2.6	1.8	1.2	2.4
WT yeast gro inh mutant strain	7.4	29.1	-5.6	-2.6	-0.2	-12.3	11.6
bCat nuc transl cell count 5 µM	1120	1068	·	1083	·	957	562
MT stabilize HCS cytotoxicity %	1.2	8.8	5.0	3.2	8.1	7.0	8.6
Insulin prom up	-0.37	0.21	-0.09	-0.34	·	-0.01	-0.1
